GAA glycogen mod: inhibitors or activators of human alpha-glucosidase glycogen cleavage; Potency, µM (titrated, usually from 76.4 µM), without a hit: top-dose activity change, negative = inhibition, actives largely listed as inhibitors; AID 2100; recombinant GAA, glycogen substrate, Amplex Red glucose oxidase fluorescence; 0.38% of 300,000 active; P10253;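 further: 0% = full enzyme reaction and -100% = no-enzyme basal signal; the screen sought inhibitors and activators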
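Recombinant human alpha-glucosidase (4 nM final) hydrolysed bovine liver glycogen (30 ug) for 40 min at 37 C in pH 5.0 citrate/phosphate with 0.01% Tween-20. Released glucose detected by glucose oxidase/Amplex Red, Ex 573/Em 610 nm. Compounds up to 77 uM; AC50 from Hill fits.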
RGS12 GoLoco inh: blocks human Gai1 binding to RGS12 GoLoco peptide, red readout | Gai1:RGS12 GoLoco peptide FP, rhodamine, 10 min | Potency, µM (top dose mostly 61.6 µM), for the others: top-dose activity, negative = inhibition, usual class: inhibitors | 0.44% of 230,000 active | AID 880; active means well fitted inhibition curve with a large enough effect, not every such curve was filed as active; inactive means no such curve, though single readings can be large or run the other way; further: nearly all actives have a fitted effect of over 30% in size; many of its hits are not listed in these tables
Target sequence (P63096 whole entry, looked up): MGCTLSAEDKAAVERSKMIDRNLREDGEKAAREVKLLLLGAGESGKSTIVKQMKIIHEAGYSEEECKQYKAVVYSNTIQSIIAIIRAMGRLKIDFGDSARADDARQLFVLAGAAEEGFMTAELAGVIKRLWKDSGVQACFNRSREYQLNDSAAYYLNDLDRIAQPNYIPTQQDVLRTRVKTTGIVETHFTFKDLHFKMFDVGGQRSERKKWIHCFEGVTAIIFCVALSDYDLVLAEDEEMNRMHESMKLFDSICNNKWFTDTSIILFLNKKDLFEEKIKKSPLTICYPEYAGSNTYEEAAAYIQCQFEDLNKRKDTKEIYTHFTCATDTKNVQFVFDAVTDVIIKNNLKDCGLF
RECQ1 helicase: blocks DNA unwinding by human RECQ1. P46063. RECQ1 DNA unwinding, red fluorescence kinetic read. Potency, µM (doses to about 57.3 µM), inactives show at the top dose activity, negative = inhibition, hits mostly inhibitors. 0.54% of 240,000 active;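 further: plate controls were vehicle for no effect and no enzyme for full effect; nearly all actives have a fitted effect of over 30% in size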
Target sequence (P46063 whole entry, looked up): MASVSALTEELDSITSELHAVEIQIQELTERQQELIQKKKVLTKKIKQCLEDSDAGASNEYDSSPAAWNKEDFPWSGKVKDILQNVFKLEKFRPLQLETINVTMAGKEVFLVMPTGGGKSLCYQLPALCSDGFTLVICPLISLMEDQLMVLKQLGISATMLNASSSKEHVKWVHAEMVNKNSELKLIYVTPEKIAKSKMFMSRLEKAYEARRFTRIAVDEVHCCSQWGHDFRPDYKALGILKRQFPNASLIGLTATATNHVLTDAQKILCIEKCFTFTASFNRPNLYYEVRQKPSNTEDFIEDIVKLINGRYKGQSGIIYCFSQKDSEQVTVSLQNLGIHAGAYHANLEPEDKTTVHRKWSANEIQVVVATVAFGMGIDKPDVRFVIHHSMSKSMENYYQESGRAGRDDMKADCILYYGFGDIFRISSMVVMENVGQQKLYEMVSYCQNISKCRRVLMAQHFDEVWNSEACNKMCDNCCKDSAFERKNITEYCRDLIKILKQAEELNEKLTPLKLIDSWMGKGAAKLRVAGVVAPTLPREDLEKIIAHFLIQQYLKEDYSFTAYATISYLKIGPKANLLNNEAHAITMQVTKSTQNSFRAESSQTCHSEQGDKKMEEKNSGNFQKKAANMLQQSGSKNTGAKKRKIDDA
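RECQ1T1 50 nM; forked duplex (20 bp + 30-nt ss tails) 200 nM, ATP 2 mM final; pH 8.0, 2 mM MgCl2, 2.5 ug/ml poly(dI-dC); 15 min compound preincubation; discontinuous kinetic read over 2 h at RT.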
TRb-SRC2 inh: disrupts binding of human TR beta to SRC2 | TRbeta-SRC2 peptide binding, fluorescence polarization; receptor liganded with 1 µM T3 | P10828 | Potency, µM (series often up to 106 µM), without a hit: top-dose activity change, negative = inhibition, usual class: inhibitors | 0.065% of 280,000 active;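 further: plate controls were bound peptide for no effect and peptide without receptor for full effect; nearly all actives have a fitted effect of over 50% in size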
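Decrease in fluorescence polarization of 20 nM Texas Red SRC2 coactivator peptide flagged inhibition of its binding to 0.6 uM TRb LBD; 1 uM T3 included, incubation 5 hr, ex 555/em 632 nm.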
aGlu spleen mod: inhibits or activates alpha-glucosidase in human spleen homogenate; 0.006% of 240,000 active; Potency, µM (titrated, usually from 79.9 µM), for the others: at the highest dose activity change, negative = inhibition, usual class: inhibitors; human spleen homogenate, 4-MU-alpha-glucoside fluorescence;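 further: 0% = enzyme with vehicle and -100% = no enzyme basal signal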
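AC50 values come from Hill-equation fits of concentration-response data, normalized to no-enzyme and full-activity controls. Enzyme source: 1 ug human spleen homogenate; 1 mM fluorogenic 4-MU glucoside, pH 5.0 citrate buffer, 37 C, 40 min.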
GAA inhib: inhibitors of human lysosomal alpha-glucosidase; P10253; purified human GAA, 4-MU-alpha-glucoside fluorescence; Potency, µM (titrated, usually from 76.9 µM), inactives show at the highest dose activity change, negative = inhibition, usual class: inhibitors; 0.005% of 200,000 active;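 further: plate controls were uninhibited enzyme wells for no effect and no-enzyme background for full effect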
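Compounds are titrated up to 77 uM against 4 nM human enzyme. Substrate 4-methylumbelliferyl-alpha-D-pyranoside (400 uM) reacts 20 min at room temperature in pH 5.0 buffer; liberated 4-methylumbelliferone is read at 440 nm.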
L3MBTL1 inh: blocks human L3MBTL1; 0.66% of 230,000 active; Potency, µM (titrated, usually from 57.1 µM), without a hit: top-dose activity, negative = inhibition, most hits filed as inhibitors; AlphaScreen L3MBTL1–H3K9me1 peptide binding; Q9Y468; further: nearly all actives have a fitted effect of over 60% in size
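Read-out is AlphaScreen signal from streptavidin donor and nickel chelate acceptor beads (10 ug/mL final each) bridging L3MBTL1 (50 nM) and biotinylated K9-monomethylated H3(1-15) peptide (75 nM), after 30 min compound exposure at room temperature.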
TexasRed fluor: Texas Red fluorescence interference in TRb-SRC2 counter-screen | TRb/SRC2 Texas Red total fluorescence interference | Potency, µM (doses to about 106 µM), without a hit: top-dose fluorescence change, negative = quenching | 0.29% of 280,000 active; active means well fitted curve in either direction with a large enough effect; inconclusive means small, poorly fitted or top-dose-only effect
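Flags fluorescent or light-absorbing compounds by total fluorescence, S + 2P, at 555 nm excitation and 632 nm emission. Mixture: 20 nM Texas Red SRC2 peptide, 0.6 uM human TRb LBD, 1 uM T3, 5% DMSO; compound exposure 5 h at ambient temperature.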
The depositor's hits bear a star; i = inactive; ? = inconclusive; / = not tested or not shown; [ ] = another dose, or the depositor's remark. Unless noted, the call rests on the fitted dose curve; in most records, active means well fitted curve in the direction sought with a large enough effect; inconclusive means small, poorly fitted or top-dose-only effect, or another doubt; inactive means no such curve, though single readings can be large; an effect the other way counts as inactive or inconclusive. Unless noted, on the % scale 0 is the no-effect control and ±100 the full control effect; potency means the concentration at half of the fitted maximal effect.

SMILES | GAA glycogen mod | RGS12 GoLoco inh | RECQ1 helicase | TRb-SRC2 inh | aGlu spleen mod | GAA inhib | L3MBTL1 inh | TexasRed fluor
COCCC(=O)NNS(=O)(=O)c1ccc(Cl)cc1 | 6% | -10% | -3% | -1% | -7% | 5% | 9% | -2%
CCCCNS(=O)(=O)c1ccc2nc(SCC(=O)Nc3ccccc3Cl)[nH]c2c1 | 0% | / | -2% | -4% | -17% | -1% | -2% | -3%
O=C(COc1cccc2cccnc12)N/N=C1\SCC(=O)N1Cc1ccco1 | 4% | -6% | -3% | -11% | 10% | 1% | -9% | -2%
COc1ccccc1N/C(N)=N/c1nc(C)cc(C)n1 | 5% | -4% | -6% | -2% | -3% | / | / | -7%
Cc1noc2ncnc(Oc3ccc(C(C)(C)C)cc3)c12 | 14% | -1% | i | -1% | -6% | 6% | -3% | -2%
COc1ccccc1-c1nc(C#N)c(N2CCc3ccccc3C2)o1 | -3% | 8% | i | -8% | 3% | 10% | / | -3%
O=C(NCc1ccc2c(c1)OCO2)c1ccc(S(=O)(=O)N2CCOCC2)cc1 | 2% | -10% | -14% | -2% | / | -6% | 4% | -1%
O=C(O)C1CC[C@@](C(=O)O)(c2ccccc2)c2ccccc21 (stereo partly specified) | / | 5% | 9% | -10% | 1% | / | / | -1%
COc1ccc(Cl)cc1NC(=O)CN(C)CC(=O)Nc1ccc(C)cc1Br | 0% | 5% | 35µM* | 7% | 2% | ? | / | 1%
O=C(N/N=C/c1ccc(N2CCCCC2)o1)c1ccccc1[N+](=O)[O-] | 3% | -9% | -1% | 4% | -21% | -1% | 3% | -3%
O=c1oc2cc(Oc3c([N+](=O)[O-])cc(C(F)(F)F)cc3[N+](=O)[O-])ccc2c2c1CCCC2 | -1% | 1% | 15% | -3% | ? | ? | -7% | -2%
O=C(NC1CCN(Cc2ccccc2)CC1)c1cncc(Br)c1 | -7% | 4% | -9% | -3% | 2% | -5% | / | -4%
COc1ccc(N(C(=O)CSCC(=O)Nc2cc(C)on2)C(C(=O)NC2CCCCC2)c2ccc(O)c(O)c2)cc1 (stereo unspecified) | ? | -36% | -18% | 2% | -4% | 4% | 6% | 1%
Cc1ccccc1NS(=O)(=O)c1ccc(NC(=O)CSCc2ccc(Br)cc2)cc1 | -9% | -9% | -12% | 10% | -1% | -6% | 2% | 1%
CCc1nnc(N/N=C/c2ccc(-c3ccc([N+](=O)[O-])cc3)o2)n1N | ? | 28% | -13% | 6% | / | ? | ? | -3%
COc1ccc(-c2[nH]n(-c3ccc([N+](=O)[O-])cc3)c(=O)c2C=NCCN2CCNCC2)cc1 | 17% | 6% | 0% | -13% | -2% | 15% | 0% | -7%
CCC(=O)c1ccc(OCCn2cnc3ccccc32)cc1 | 12% | 2% | 4% | 2% | -4% | 8% | 1% | -3%
CC(C)(C)c1ccc(-c2c(C#N)c(N)nc3c2CCCC3)s1 | 4% | 5% | -12% | 4% | -4% | -4% | 2% | 1%
O=C(COC(=O)/C=C/c1ccc(Cl)cc1)Nc1ccc2c(c1)OCCO2 | 6% | 4% | -2% | -1% | 5% | -2% | -9% | 0%
Cc1c(Cl)c([N+](=O)[O-])nn1CCCC(=O)Nc1c(C)n(C)n(-c2ccccc2)c1=O | 1% | 7% | i | 7% | 3% | -5% | / | -5%

Next section, starting with the last two of the part before.
SMILES | GAA glycogen mod | RGS12 GoLoco inh | RECQ1 helicase | TRb-SRC2 inh | aGlu spleen mod | GAA inhib | L3MBTL1 inh | TexasRed fluor
O=C(COC(=O)/C=C/c1ccc(Cl)cc1)Nc1ccc2c(c1)OCCO2 | 6% | 4% | -2% | -1% | 5% | -2% | -9% | 0%
Cc1c(Cl)c([N+](=O)[O-])nn1CCCC(=O)Nc1c(C)n(C)n(-c2ccccc2)c1=O | 1% | 7% | i | 7% | 3% | -5% | / | -5%
O=C(O)Cc1ccc(NC(=O)CCN2C(=O)c3ccc([N+](=O)[O-])cc3C2=O)cc1 | 8% | 3% | -6% | 0% | -14% | 1% | / | 0%
Cc1nnc(Sc2cc(NCCCO)c([N+](=O)[O-])c3nonc23)s1 | 2% | 7.9µM* | -4% | 2% | -2% | -6% | -20% | -4%
O=C(NC1CC2CCCC(C1)N2C1CC1)NC12CC3CC(CC(C3)C1)C2 (stereo unspecified) | 0% | 11% | i | -14% | 1% | 9% | / | 4%
[O-][n+]1onc2c1CCC(=N/O)/C2=N\Nc1ccccc1 | -1% | 14µM* | ? | -6% | 5% | -4% | ? | ?
CC(=O)Nc1ccc(S(=O)(=O)NCC2CCC(C(=O)NC3CCCCCC3)CC2)cc1 (stereo unspecified) | -5% | 1% | -19% | 3% | -1% | -1% | 0% | 0%
CCCCCCC(=O)NNC(=O)c1c(O)c2ccccc2n(CC)c1=O | -1% | 10% | 2% | -3% | 10% | -5% | / | -2%
CCOC(=O)COn1c2c(c3c4no[n+]([O-])c4ccc31)CCCC2 | 3% | 7% | i | -5% | 2% | 10% | / | 1%
CC(C)C(=O)Nc1cccc(NC(=O)c2cccc(F)c2)c1 | -10% | 7% | i | 7% | -2% | 3% | 6% | 0%
Cc1nc[nH]c(=O)c1Br | 1% | 1% | 0% | 2% | 2% | 0% | 2% | 2%
Cc1c(-c2ccccc2)nc2ccccc2c1C(=O)Oc1ccc([N+](=O)[O-])cc1 | 4% | -8% | -6% | 0% | 2% | -5% | -5% | -3%
COc1ccc(N2C(=O)CCC(C(=O)N3CCOCC3)C2c2ccc(F)cc2)cc1 (stereo unspecified) | 1% | -2% | -13% | 0% | -3% | 4% | -8%[11.4 µM] | 3%
N#C/C(=C/c1cccs1)c1ccccn1 | 4% | 0% | -3% | 4% | -7% | / | / | 1%
O=S1(=O)C=C(Sc2nc3cc(Cl)ccc3o2)c2ccccc21 | -4% | / | -11% | -2% | -4% | 5% | -4% | -3%
CN(C)S(=O)(=O)c1ccc(N2CCCC2)c(C(=O)NC(c2ccccc2)c2ccccc2)c1 | 9% | -51% | i | -13% | 3% | -19% | / | -9%
O=C(Nc1ccc(C2SCCS2)cc1)c1ccccc1 | 0% | 9% | -7% | 2% | -2% | / | / | -6%
Fc1ccc2nc3[nH]c4ccccc4c3nc2c1 | -1% | 2% | -12% | -6% | 8% | 2% | 13% | -5%
C=CCn1c(C(CCCC)CC(O)COCC(C)C)n[nH]c1=S (stereo unspecified) | -11% | 18% | i | 5% | 2% | -2% | -5% | -3%
COc1cc(/C=C(\NC(C)=O)C(=O)Nc2cccc(O)c2)ccc1OC(C)=O | 3% | -3% | i | 2% | -3% | -9% | 4% | -4%
COc1cnc(-c2ccccn2)nc1Sc1c(Cl)cccc1Cl | 3% | 3% | -9% | 2% | -22% | 3% | -20% | -1%
O=C(CN(CCc1ccccc1)C(=O)CNS(=O)(=O)c1ccc(F)cc1)NCC1CCCO1 (stereo unspecified) | 8% | 2% | i | 1% | 2% | 0% | / | 1%
Oc1c(N=NC(=S)Nc2ccccc2F)c2ccccc2n1Cc1ccccc1F | -6% | 1% | i | -2% | -5% | -7% | / | 1%
CNC(=O)c1sccc1-n1cccc1 | 8% | -5% | -2% | -5% | -3% | 0% | / | 2%
COc1cccc(-c2nn(C)c3sc(C(=O)NCc4ccc5c(c4)OCO5)cc23)c1 | 2% | 6% | -7% | 11% | -8% | -3%[15.4 µM] | -2% | 0%
Cn1c(SCC(=O)NC2CCCCC2)nnc1-c1cc2cc(Cl)ccc2o1 | 5% | 4% | i | -1% | 5% | -2% | / | 5%
COc1cccc(/C=N/NC(=O)c2cnccn2)c1 | 10% | -5% | -1% | -1% | 4% | 9% | 10% | -6%
CCCCN(CCCC)C(=O)/C=C/c1cccc([N+](=O)[O-])c1 | -8% | 11% | -8% | 7% | -4% | -6% | -2% | -1%
Oc1ccc(Cc2ccc(Cl)cc2)c(O)c1 | -15% | 1% | -14% | 5% | -13% | / | -23% | -4%
CN1CCN(/N=C/c2ccc(C#N)cc2)CC1 | -4% | -12% | 1% | -6% | 5% | 8% | -17% | 0%
Nc1nnnn1CC(=O)N/N=C/c1cccs1 | 9% | 4% | -6% | -3% | 3% | -6% | -1% | 0%
COc1ccc(-n2c(=O)[nH]c3c(C(N)=O)nc(C4CCCCC4)nc32)cc1 | 12% | 4% | i | 0% | 10% | 4% | -2% | -2%
Cn1ncc2c(Nc3ccc(O)cc3)nc(Cl)nc21 | ? | 4% | 2% | -1% | -7% | 1% | 2% | -2%
O=C(COC(=O)C1CC2C=CC1C2)Nc1cccc(S(=O)(=O)N2CCOCC2)c1 (stereo unspecified) | 1% | -14% | -13% | -2% | 1% | / | 9% | -5%
Cc1ccc(-n2nc3ccc(NC(=O)/C=C/c4ccco4)cc3n2)cc1C | 0% | 22% | -20% | 4% | -4% | 2% | -16% | -14%
Cc1ccc(C(=O)NCCNC(=O)CN2CCOCC2)cc1 | 9% | 1% | -8% | -5% | 0% | -2% | 11% | -1%
O=C(NCc1cccc(Cl)c1)c1ccco1 | -3% | -5% | -11% | 0% | -6% | -5% | 10% | 0%
CN(CCCNC(=O)c1ccc(/C=N/O)nc1)CCCN(C)Cc1ccccc1 | 5% | 5% | -3% | 2% | 2% | 5% | -10% | -2%
CCOc1ncccc1C(=O)OCC(=O)Nc1ccc(-c2nc3ccc(C)cc3s2)cc1 | 7% | 8% | 4% | -1% | 7% | 7% | 8% | 0%
CC(C)COC(=O)C(N)C(C(=O)OCC(C)C)c1ccccc1 (stereo unspecified) | 9% | -3% | 13% | 7% | -3% | 5% | 4% | -3%

Three structures already listed, sorted by heavy-atom count, largest number first:
SMILES | GAA glycogen mod | RGS12 GoLoco inh | RECQ1 helicase | TRb-SRC2 inh | aGlu spleen mod | GAA inhib | L3MBTL1 inh | TexasRed fluor
O=C(COC(=O)C1CC2C=CC1C2)Nc1cccc(S(=O)(=O)N2CCOCC2)c1 (stereo unspecified) | 1% | -14% | -13% | -2% | 1% | / | 9% | -5%
Cc1ccc(-n2nc3ccc(NC(=O)/C=C/c4ccco4)cc3n2)cc1C | 0% | 22% | -20% | 4% | -4% | 2% | -16% | -14%
CC(C)COC(=O)C(N)C(C(=O)OCC(C)C)c1ccccc1 (stereo unspecified) | 9% | -3% | 13% | 7% | -3% | 5% | 4% | -3%

Screening data from PubChem BioAssay.

These rows are one share of the data, so the mix of outcomes need not match the whole.
